From PubChem BioAssay
GSTO1 counter – counter-screen for RBBP9 inhibitors: inhibitors of human GSTO1; P78417; recombinant GSTO1, activity-based probe fluorescence polarization; inhibition, % at 5.96 µM; hit rate 1.1% among 300,000; AID 1974;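 active = inhibition above the campaign mean inhibition plus 3 SD, cut at about 35% in these data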;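 also: 0% = GSTO1-1 with DMSO and 100% = wells lacking GSTO1-1 enzyme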
pPAFAH inh – pPAFAH (human) enzyme inhibition. Q13093. recombinant pPAFAH, FP-rhodamine probe fluorescence polarization. inhibition, % at 3.39 µM. hit rate 1.5% among 330,000. AID 463082;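 active = inhibition above the mean inhibition across the screen plus 3 SD, cut at about 25% in these data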;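 also: inhibitors block binding of the rhodamine activity-based probe so polarization drops; 0% = enzyme with DMSO and 100% = wells lacking pPAFAH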
PREPL inhibitor – human PREPL enzyme inhibition. Q4J6C6. recombinant PREPL, fluorescence polarization activity-based probe. inhibition, % at 5.96 µM. hit rate 0.68% among 320,000. AID 2751; in the data active = inhibition above about 43%;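 also: 0% = enzyme with DMSO and 100% = wells lacking enzyme; many of its hits are not listed in these tables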
PAFAH1B3 FP inh – blocks human PAF acetylhydrolase 1B catalytic subunit 3; Q15102; recombinant PAFAH1B3, FP-rhodamine probe, fluorescence polarization; inhibition, % at 3.39 µM; hit rate 0.28% among 340,000; AID 492972;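 active = inhibition above the screen-wide average of all tested compounds plus 3 SD, cut at about 25% in these data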;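 also: 0% = enzyme with DMSO only and 100% = wells lacking PAFAH1B3 protein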
Target sequence (Q15102 whole entry, looked up): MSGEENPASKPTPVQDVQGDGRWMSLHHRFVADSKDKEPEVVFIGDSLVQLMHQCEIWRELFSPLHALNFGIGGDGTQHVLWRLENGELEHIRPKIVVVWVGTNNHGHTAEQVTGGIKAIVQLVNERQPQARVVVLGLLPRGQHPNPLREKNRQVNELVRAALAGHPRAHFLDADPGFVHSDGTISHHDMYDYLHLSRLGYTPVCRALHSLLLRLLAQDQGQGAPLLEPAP
LYPLA1 counter – LYPLA1 (human) inhibition in PME1 counter-screen; O75608; recombinant LYPLA1, FP-Rh probe fluorescence polarization; inhibition, % at 5.9 µM; hit rate 0.16% among 320,000; AID 2174;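 active = inhibition above the mean of all tested compounds plus 3 SD, set per campaign, cut at about 14% in these data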;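 also: inhibitors block serine hydrolase probe labeling of LYPLA1 so polarization falls; 0% = enzyme with DMSO and 100% = wells lacking LYPLA1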
LYPLA2 inh – counter-screen for PME1 inhibitors: inhibitors of human LYPLA2; recombinant LYPLA2, FP-Rh probe fluorescence polarization; hit rate 0.38% among 320,000; AID 2177; O95372; inhibition, % at 5.9 µM;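 active = inhibition above the screen-wide mean plus 3 SD, limit set per campaign, cut at about 26% in these data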;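 also: 0% = LYPLA2 with DMSO and 100% = wells lacking LYPLA2 enzyme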
Target sequence (O95372 whole entry, looked up): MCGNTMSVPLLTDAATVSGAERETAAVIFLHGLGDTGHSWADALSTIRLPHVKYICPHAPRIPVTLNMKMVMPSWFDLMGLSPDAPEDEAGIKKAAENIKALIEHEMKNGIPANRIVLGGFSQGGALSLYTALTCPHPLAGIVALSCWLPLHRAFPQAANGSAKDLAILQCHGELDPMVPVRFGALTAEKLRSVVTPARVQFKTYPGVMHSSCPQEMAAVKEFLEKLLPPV
PAFAH1B2 inh – inhibitors of human PAFAH1B2 | AID 492953 | recombinant PAFAH1B2, FP-rhodamine activity probe, fluorescence polarization | inhibition, % at 3.39 µM | hit rate 1.2% among 340,000;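 active = inhibition above the mean of all tested compounds plus 3 SD, cut at about 24% in these data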;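 also: 0% = enzyme with DMSO and 100% = wells lacking PAFAH1B2; many of its hits are not listed in these tables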
Target sequence (P68402 whole entry, looked up): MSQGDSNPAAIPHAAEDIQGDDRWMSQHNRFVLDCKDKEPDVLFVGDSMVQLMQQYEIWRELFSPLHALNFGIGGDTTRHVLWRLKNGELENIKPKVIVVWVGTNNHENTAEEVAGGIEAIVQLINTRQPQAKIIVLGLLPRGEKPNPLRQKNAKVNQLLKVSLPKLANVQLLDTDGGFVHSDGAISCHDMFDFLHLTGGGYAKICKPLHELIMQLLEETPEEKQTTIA
PME-1 primary – blocks human protein phosphatase methylesterase 1 | recombinant PME-1, FP-Rh probe fluorescence polarization | inhibition, % at 5.9 µM | hit rate 0.53% among 320,000;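 active = inhibition above the campaign mean of all compounds plus 3 SD, cut at about 26% in these data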;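 also: competitive labeling of PME-1 active site by serine hydrolase directed probe; 0% = PME-1 with DMSO and 100% = wells lacking PME-1 enzyme; inhibitors block probe labeling so polarization falls and inhibition rises; many of its hits are not listed in these tables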
PAD4 inh – blocks human protein arginine deiminase 4. Q9UM07. recombinant PAD4, RCA probe fluorescence polarization. inhibition, % at 6.36 µM. hit rate 0.41% among 330,000. AID 485272;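 active = percent inhibition above a cutoff equal to the mean of all tested compounds plus 3 SD, cut at about 15% in these data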;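 also: 0% = PAD4 with RCA probe and DMSO and 100% = probe without PAD4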
* marks the source's active call; other numbers are inactive results; x = not tested or not shown. These rows are one share of the data; rates above refer to the full screens.

SMILES	GSTO1 counter	pPAFAH inh	PREPL inhibitor	PAFAH1B3 FP inh	LYPLA1 counter	LYPLA2 inh	PAFAH1B2 inh	PME-1 primary	PAD4 inh
CCCCC1CCC(C(=O)NCC(c2ccco2)N2CCOCC2)CC1 (configuration not stated)	3	7	-4	3	4	2	6	-3	-6
CCn1c(SCC(=O)NCC2CCCO2)nc2c([nH]c3ccccc32)c1=O (configuration not stated)	-3	-2	10	6	0	0	7	2	-6
CCOC(=O)c1cc(-c2ccccc2C)nn1CC1CC(c2cccnc2)=NO1 (configuration not stated)	x	-1	4	6	x	x	1	x	1
CCCCNC(=O)c1ccc(CS(=O)(=O)c2ccccc2OC)o1	1	0	13	9	-2	0	6	0	-4
CCOC(=O)c1ccc(NC(=O)NCc2c(C)nn(CC)c2C)cc1	3	-4	-3	6	1	-6	1	-5	4
O=S(=O)(NCc1ccc(C(F)(F)F)cc1)c1ccc(-n2cnnn2)cc1	14	5	-4	7	-1	-3	1	1	0
COc1cc(C(=O)Nc2nc(OC)c(-c3ccccc3)c(OC)n2)cc(OC)c1OC	0	14	-11	14	-4	-4	5	0	4
CN(C)C(=S)Nc1ccc2ccccc2c1	9	1	3	1	2	4	-4	-5	-3
Cc1ccc(CNC(=O)CSc2nc(C)cc(C)c2C#N)cc1	7	-3	-5	-7	-4	8	-5	-2	0
COCC(=O)N1CCC(Oc2ccc(C(=O)NC3CCOC(C)(C)C3)cc2)CC1 (configuration not stated)	1	-1	-5	6	1	5	4	-5	1
CN(C)CCCOc1nc2c(c(=O)n(C)c(=O)n2C)n1C	4	-1	12	1	-2	-8	-2	-5	-5
CCCc1cc(C(=O)N(C)CC(=O)Nc2ccc(OCC)c(OCC)c2)sc1C	-3	2	-3	2	2	2	2	7	-2
Clc1ccc(-c2csc3ncnc(NCCN4CCOCC4)c23)cc1	-2	-2	1	2	6	4	1	-3	0
O=C(NNC(=S)Nc1ccc(Cl)c(Cl)c1)c1ccccn1	-3	37*	6	15	-1	3	20	10	0
CCCn1cc(S(=O)(=O)c2ccc(OC)cc2)c(=O)c2cc(OC)ccc21	-1	-2	7	4	-1	5	1	0	2
Cc1ccc(NC(=O)CCN2C(=O)c3cccc4cccc(c34)C2=O)cc1	6	0	5	1	3	5	-2	-3	3
O=C(c1ccccc1)N1CCN(C2c3cccc4cccc(c34)C2NS(=O)(=O)c2ccccc2)CC1 (configuration not stated)	-3	2	20	6	-3	-4	3	21	0
Cc1ccccc1-c1nc(CS(=O)(=O)CC(=O)NCCCN2CCCC2)c(C)o1	4	5	14	5	2	2	2	1	1
CCOc1cc(/C=C/c2cccc[n+]2C)ccc1OCC(=O)Nc1ccc(C)cc1	5	3	25	7	2	1	11	-4	3
COc1cccc(/C=C/C(=O)OCC(=O)Nc2cccc(S(=O)(=O)NC3=NCCCCC3)c2)c1	x	-1	7	8	x	x	5	x	0
CC(C)CC(=O)Nc1ccc(OCC(=O)O)cc1	-1	6	-1	-3	-3	2	-3	2	-1
CCOc1cc(/C=N/NC(=O)c2ccccc2-n2cccc2)ccc1O	x	4	5	13	-3	-1	1	-1	4
CCS(=O)(=O)c1nc(S(=O)(=O)c2ccc(C)cc2)c(N2CCC(C)CC2)s1	-7	0	14	3	-4	10	5	2	-3
CCOC(=O)Cn1cc(/C=C/[N+](=O)[O-])c2ccccc21	2	5	-11	7	2	-4	5	-1	-3
O=C(NCc1nnc(SCC(=O)N2CCCC2)o1)c1ccc(F)cc1	-1	0	3	-10	-2	5	3	3	-1
C/C(=N\NC(=O)c1cc(O)cc(O)c1)c1ccc(NC(=O)Cc2ccccc2)cc1	38*	45*	12	35*	-8	4	19	2	-1
O=C(CSC1=NS(=O)(=O)c2ccccc2N1)Nc1ccccc1F	3	2	2	12	-1	-1	5	3	-1
CC(=O)c1nc2ccccc2n1S(=O)(=O)c1ccc(Cl)cc1	-4	-1	-2	10	-3	0	3	0	-2
CC(=O)C1=C(O)C(=O)OC1c1ccc(C)cc1 (configuration not stated)	1	3	12	6	0	4	6	-2	-4
Nc1oc2ccccc2c1C(=O)Cc1ccccc1O[C@@H]1O[C@H](CO)[C@@H](O)[C@H](O)[C@H]1O	-2	1	1	3	7	7	5	5	-1
O=C(NCCN1CCCCC1)Nc1ccc(F)cc1	-2	9	4	-10	-2	-4	0	4	-3
CCN(CC)CCN1C(=O)C(O)=C(C(=O)c2cc3cccc(OC)c3o2)C1c1ccc(F)cc1 (configuration not stated)	-6	-4	3	8	-1	-8	0	-4	-3
CCOC(=O)N1CCN(C(=O)CN(c2ccc(C)cc2)S(=O)(=O)c2c(C)noc2C)CC1	-1	2	-6	4	-1	5	8	-4	0
CCN(CC(=O)N1CCN(Cc2ccccc2)CC1)S(=O)(=O)c1ccccc1	1	-2	9	5	-1	1	-1	2	-1
OCC[C@@H]1C[C@@H](O)[C@H](O)[C@@]2(Cc3ccccc3CCO2)O1	-2	-1	-6	5	-1	1	2	0	-4
COc1ccc(C(=O)NCCc2nnc3ccc(SCC(=O)NCc4ccccc4)nn23)cc1	-1	4	2	3	-3	-2	8	3	-2
COc1cc(C)c(C(C)C)cc1S(=O)(=O)N1CCOCC1	4	4	-3	7	-2	0	3	-2	-2
CCOC(=O)C1CCCN(C(=O)CCc2nnc(-c3ccc(C(C)=O)s3)o2)C1 (configuration not stated)	0	-2	17	5	-1	8	-7	0	-6
Cc1ccc(Cn2c(C(C)Nc3nc(-c4ccc(F)cc4)cs3)nc3cc(C(F)(F)F)ccc32)cc1 (configuration not stated)	1	-3	6	16	-2	-6	-3	7	-1
O=C(CNC(=O)c1ccccc1)OCC(=O)c1cccs1	9	8	4	0	-3	2	7	5	2
CCOC(=O)c1nc(S(C)(=O)=O)ncc1N1CCOCC1	3	3	-5	-3	2	4	2	4	0
Cc1ccc(NC(=O)CSc2nnc(CNC(=O)c3ccco3)n2C)cc1	7	2	17	9	1	0	-1	-1	-2
CCCCCOC(=O)C1=C(C)NC(=O)NC1c1ccc(N(C)C)cc1 (configuration not stated)	1	9	-2	11	-2	3	12	-3	2
CSc1ncccc1C(=O)N1CCN(C(=O)c2ccccc2)CC1	8	3	2	8	2	1	1	-2	4
CCC(C(=O)NC(C)(C)C)N(Cc1ccccc1Cl)C(=O)c1snc(C(N)=O)c1N (configuration not stated)	3	-7	9	-2	2	-5	3	-5	2
COC(=O)/C=C1/S/C(=N/NC(=O)c2ccc(Cl)cc2Cl)NC1=O	15	-1	12	x	5	-1	x	2	3
O=C(COc1ccccc1Br)NCc1ccco1	-2	4	-3	-2	-2	-3	0	7	0
CCN(CC)CCN(C(=O)c1cccc([N+](=O)[O-])c1)c1nc2ccc(OC)cc2s1	2	1	22	4	3	8	4	-3	1
O=C1c2ccccc2C(=O)c2[nH]c(=O)[nH]c21	64*	18	38	20	-2	-3	13	8	17*
COC(=O)Cc1c(C)nc2nc(NCc3c(F)cccc3Cl)[nH]n2c1=O	9	3	0	11	-1	-3	0	0	-6
COc1ccc(Cl)cc1N(C(C)=O)c1nc(C)cc(C)c1C#N	1	4	3	3	6	4	8	1	-2
COc1ccc2nc3sc(C(=O)NCCN4CCc5ccccc5C4)cc3cc2c1	-10	0	-26	4	-10	-15	-2	-6	0
Cc1cc2c(=O)oc(-c3ccc(Br)cc3)nc2s1	-6	17	-3	-11	-1	-6	-6	-4	0
CCOc1ccc(CCNC(=O)c2cccc(NC3=NC4CS(=O)(=O)CC4S3)c2)cc1 (configuration not stated)	2	3	-5	-1	-1	-2	1	3	-9
CCC1=[N+](CC(=O)c2ccc(C)cc2)CCn2c(C)ccc21	4	1	20	-8	-4	6	1	7	-4
Cc1ccccc1CC(=O)N1CCN(C(=O)c2ccco2)CC1	-1	-1	4	5	1	-7	1	-3	0
COc1ccc(NC(=O)COC(=O)CCC2CCCCC2)cc1	x	32*	6	4	x	x	12	x	2
Cc1ccccc1Nc1nc(N)nc(COc2ccc(C#N)cc2)n1	9	-4	4	15	2	-3	-3	0	0
O=C(CCc1nnc2n(Cc3ccc(Cl)cc3)c(=O)c3ccccc3n12)NCCCN1CCOCC1	4	4	-9	7	-6	4	1	-4	0
COc1ccc(NC(=O)C2CCCCC2)cc1S(=O)(=O)N1CCOCC1	x	2	17	7	x	x	-1	x	-1
CC1(C)Cc2c(C#N)c(OCC(=O)c3ccc(Cl)cc3)nc(-c3ccco3)c2CO1	8	2	-7	-7	0	5	-2	-1	-8
Cc1ccc(C)c(OCCCC(=O)Nc2ccccc2C(N)=O)c1	-3	0	-5	2	-3	1	-3	-3	-1
CCN(CC)CC(=O)c1c[nH]c2ccc(C)cc12	5	1	-21	0	0	4	-3	0	-6
